# High-throughput results as filed in PubChem BioAssay.
# LYPLA2 inh – LYPLA2 inhibitors, primary screen, counter-screen for PME1 inhibitor project, biochemical, fluorescence polarization, FP-Rh probe ABPP; actives 0.38% (n = 320,000); inhibition, % at 5.9 µM; Acyl-protein thioesterase 2 (Homo sapiens), O95372; recombinant LYPLA2;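 active = inhibition above the screen-wide mean plus 3 SD, limit set per campaign, cut at about 26% in these data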;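 also: 0% = LYPLA2 with DMSO and 100% = wells lacking LYPLA2 enzyme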
# EBNA-1 inhibitor – EBNA-1 DNA-binding inhibitors, primary screen, biochemical, fluorescence polarization | AID 1950, 2009 | inhibition, % at 14.8 µM | actives 0.34% (n = 300,000); in the data active = inhibition above about 28%
# PAFAH2 FP inh – PAFAH2 enzyme inhibitors, primary screen, biochemical, fluorescence polarization, human; Platelet-activating factor acetylhydrolase 2, cytoplasmic (Homo sapiens), Q99487; recombinant PAFAH2, FP-rhodamine activity probe; inhibition, % at 3.39 µM; actives 0.99% (n = 340,000);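 active = inhibition above the mean over all tested compounds plus 3 SD, cut at about 30% in these data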;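 also: inhibitors block probe labeling of enzyme so polarization drops; 0% = enzyme with DMSO and 100% = wells lacking PAFAH2 protein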
# PAFAH1B3 inh – PAFAH1B3 enzyme inhibitors, primary screen, biochemical, fluorescence polarization, human; Platelet-activating factor acetylhydrolase IB subunit alpha1 (Homo sapiens), Q15102; recombinant PAFAH1B3, FP-rhodamine probe; inhibition, % at 3.39 µM; actives 0.28% (n = 340,000);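 active = inhibition above the screen-wide average of all tested compounds plus 3 SD, cut at about 25% in these data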;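 also: 0% = enzyme with DMSO only and 100% = wells lacking PAFAH1B3 protein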
# GSTO1 inh – inhibitors of recombinant GSTO1, primary screen, counter-screen for RBBP9 inhibitor project, biochemical, fluorescence polarization; inhibition, % at 5.96 µM; actives 1.1% (n = 300,000); AID 1974, 2009; Glutathione S-transferase omega-1 (Homo sapiens), P78417; activity-based probe fluorescence polarization;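 active = inhibition above the campaign mean inhibition plus 3 SD, cut at about 35% in these data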;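 also: 0% = GSTO1-1 with DMSO and 100% = wells lacking GSTO1-1 enzyme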
# ZTA counter – counter-screen for EBNA-1 inhibitors: inhibitors of Epstein-Barr virus ZTA; inhibition, % at 11 µM; actives 0.15% (n = 320,000); ZTA-DNA binding, fluorescence polarization; P03206; AID 2234; in the data active = inhibition above about 33%
# Target sequence (P03206 whole entry, looked up): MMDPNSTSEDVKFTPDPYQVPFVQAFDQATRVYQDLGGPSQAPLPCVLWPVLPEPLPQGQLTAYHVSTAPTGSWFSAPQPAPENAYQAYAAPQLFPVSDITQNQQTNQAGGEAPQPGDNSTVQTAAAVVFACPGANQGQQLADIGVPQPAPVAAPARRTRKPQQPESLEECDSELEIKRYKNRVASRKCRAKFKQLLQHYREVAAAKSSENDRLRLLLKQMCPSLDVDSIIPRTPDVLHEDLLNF
# LYPLA1 inh – LYPLA1 inhibitors, primary screen, counter-screen for PME1 inhibitor project, biochemical, fluorescence polarization, FP-Rh probe ABPP. Acyl-protein thioesterase 1 (Homo sapiens), O75608. recombinant LYPLA1. inhibition, % at 5.9 µM. actives 0.16% (n = 320,000);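 active = inhibition above the mean of all tested compounds plus 3 SD, set per campaign, cut at about 14% in these data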;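 also: inhibitors block serine hydrolase probe labeling of LYPLA1 so polarization falls; 0% = enzyme with DMSO and 100% = wells lacking LYPLA1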
# PAD4 inh – human PAD4 inhibitors, primary screen, biochemical, fluorescence polarization, 1536-well format. Protein-arginine deiminase type-4 (Homo sapiens), Q9UM07. recombinant PAD4, RCA probe fluorescence polarization. inhibition, % at 6.36 µM. actives 0.41% (n = 330,000);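 active = percent inhibition above a cutoff equal to the mean of all tested compounds plus 3 SD, cut at about 15% in these data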;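 also: 0% = PAD4 with RCA probe and DMSO and 100% = probe without PAD4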
# PREPL inhibitor – PREPL enzyme inhibitors, primary screen, biochemical, fluorescence polarization | actives 0.68% (n = 320,000) | Prolyl endopeptidase-like (Homo sapiens), Q4J6C6 | inhibition, % at 5.96 µM | recombinant PREPL, fluorescence polarization activity-based probe; in the data active = inhibition above about 43%;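 also: 0% = enzyme with DMSO and 100% = wells lacking enzyme; many of its hits are not listed in these tables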
# Target sequence (Q4J6C6 whole entry, looked up): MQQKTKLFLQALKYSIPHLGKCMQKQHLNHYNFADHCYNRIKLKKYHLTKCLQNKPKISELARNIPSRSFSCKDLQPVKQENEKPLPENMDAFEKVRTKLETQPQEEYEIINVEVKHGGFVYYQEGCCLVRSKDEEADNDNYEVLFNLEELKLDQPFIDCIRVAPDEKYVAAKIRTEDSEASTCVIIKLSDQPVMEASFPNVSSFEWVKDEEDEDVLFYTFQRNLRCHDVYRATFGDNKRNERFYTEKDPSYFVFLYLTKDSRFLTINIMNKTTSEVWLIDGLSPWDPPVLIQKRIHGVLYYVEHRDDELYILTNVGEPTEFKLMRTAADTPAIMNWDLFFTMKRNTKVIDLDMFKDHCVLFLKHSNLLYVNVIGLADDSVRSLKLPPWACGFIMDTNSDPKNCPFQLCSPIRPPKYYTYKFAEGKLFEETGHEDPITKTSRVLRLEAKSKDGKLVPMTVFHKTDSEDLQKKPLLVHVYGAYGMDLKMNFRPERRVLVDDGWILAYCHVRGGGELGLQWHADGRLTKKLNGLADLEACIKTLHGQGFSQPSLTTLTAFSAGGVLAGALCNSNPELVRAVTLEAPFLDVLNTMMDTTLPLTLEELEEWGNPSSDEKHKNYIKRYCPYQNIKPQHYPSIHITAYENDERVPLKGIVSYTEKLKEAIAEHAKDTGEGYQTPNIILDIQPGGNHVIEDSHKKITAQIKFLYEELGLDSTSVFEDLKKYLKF
# Starred values were filed as active, the others as inactive; . = not tested or not shown. A portion of the library; the hit share may differ from the screen's.
SMILES,EBNA-1 inhibitor,LYPLA2 inh,PAFAH2 FP inh,PAFAH1B3 inh,PAD4 inh,GSTO1 inh,ZTA counter,LYPLA1 inh,PREPL inhibitor
Cn1nc(C(=O)N2CCN(S(=O)(=O)/C=C/c3ccccc3)CC2)c2ccccc2c1=O,16.9,11.0,-4.3,2.8,0.2,4.9,-20.1,1.2,3.3
Cc1ccc(N2C(=O)CC(NCc3ccc4c(c3)OCO4)C2=O)cc1Cl (stereo not drawn),5.2,2.0,-1.7,-3.5,-3.1,6.6,9.4,-1.7,9.4
COc1ccc(Oc2ccc(S(=O)(=O)N3CCCCC3)cc2S(=O)(=O)N2CCCCC2)cc1,5.7,-3.6,2.3,-4.4,0.6,0.0,12.3,0.4,-16.8
COc1ccccc1C(=O)Nc1nsc(-c2ccccc2)n1,9.4,-0.9,-1.3,1.7,4.9,-5.8,-5.3,3.0,10.5
COc1ccccc1OCCNc1nc2c(c(=O)n(C)c(=O)n2C)n1C,2.7,6.4,6.8,1.1,-0.1,4.7,-8.9,2.0,3.4
COCCSc1ccccc1C(=O)Nc1ccc2c(c1)OCO2,-1.5,9.2,3.9,4.0,-5.1,8.4,24.3,-1.4,6.7
Cc1cccc(N(CC(=O)NCCC2=CCCCC2)S(C)(=O)=O)c1C,4.2,0.6,-5.6,-3.6,2.0,2.5,6.8,0.2,-1.2
O=C(COC(=O)CN1C(=O)c2ccccc2C1=O)Nc1cccc(F)c1,.,-4.0,6.4,2.5,-4.7,.,4.2,-3.7,8.5
Cc1ccc(N2C(=O)c3ccccc3C2C(=O)c2ccc(O)cc2O)cc1 (stereo not drawn),-4.3,3.4,8.5,9.5,2.9,-0.6,-9.4,-2.4,7.2
Cc1nn(-c2ccc(F)cc2)c(C)c1CN1CCN(Cc2ccccc2)C(CCO)C1 (stereo not drawn),-4.3,4.0,5.5,4.4,0.4,9.7,8.3,7.2,2.0
CCC(c1nnc(SCC(=O)NC2CCCCC2)n1Cc1ccccc1)N(C)C (stereo not drawn),-5.4,2.2,1.4,3.2,1.8,-3.8,-0.8,1.9,-3.6
O=C(Nc1cc(Cl)ccc1N1CCOCC1)C1CC1,.,.,0.3,0.9,-0.2,.,.,.,6.0
CCn1ncc(C2=NOC(C(=O)Nc3ccc4c(c3)OCO4)C2)c1C (stereo not drawn),3.8,2.2,2.8,6.3,-2.2,9.6,1.4,-2.9,7.5
CC(C)CCn1c(CN2CCN(c3cccc(Cl)c3)CC2)nc2c1c(=O)n(C)c(=O)n2C,0.1,0.6,-6.8,-14.2,2.7,1.4,-3.7,2.9,36.5
COc1ccccc1OCCNC(=O)c1ccccc1C,-1.0,-0.5,-1.0,8.4,-0.8,-2.8,-15.8,-2.3,19.9
COc1ccc(OC)c(NS(=O)(=O)c2cccc3cccnc23)c1,-3.2,-0.7,-3.8,8.7,4.1,5.0,-5.8,-3.0,1.2
O=S(=O)(c1cccc(C(F)(F)F)c1)N1CCC(c2nc3ccccc3[nH]2)CC1,-3.1,-1.9,5.2,0.5,-2.3,4.7,-12.7,-1.2,-0.8
O=S(=O)(Cc1ccccc1)N1CCN(c2ncccn2)CC1,-3.4,1.3,-1.5,0.3,-1.9,0.1,-10.5,-0.7,9.8
COc1ccc(OC)c(NC(=O)CSc2ncnc3c2cnn3-c2ccccc2Cl)c1,20.1,0.5,-7.0,11.1,0.2,-19.0,-8.0,-1.2,23.9
O=C(Nc1ccc(Br)cc1F)c1ccc2c(c1)N(Cc1ccccc1)C(=O)CS2=O (stereo not drawn),-0.9,-13.1,6.6,6.5,-6.1,-11.8,8.4,-10.7,-38.5
CC(=O)c1ccc(NC(=O)c2cccs2)cc1,-1.4,1.6,-1.5,-0.1,-3.8,4.5,0.6,-1.8,-4.8
COC(=O)Cc1ccc(NC(=O)c2ccc3c(c2)C(=O)N(CC2CCCO2)C3=O)cc1 (stereo not drawn),-0.4,6.2,2.5,1.7,-3.5,2.8,1.3,4.6,6.2
CCN1CCN(C(=O)c2ccc(COc3cccc(Cl)c3)o2)CC1,6.2,4.8,5.3,3.9,-1.8,0.8,-1.2,2.6,-11.5
COc1cc(-c2nnc(-c3ccccc3)o2)cc(OC)c1OC,-0.7,0.7,-11.5,-1.4,4.9,-0.1,5.3,1.7,-3.0
Cc1ccccc1-c1nc(CS(=O)(=O)CC(=O)NCCN2CCOCC2)c(C)o1,-1.5,-0.1,3.9,-2.3,4.5,-1.6,-2.6,0.3,-2.9
CCn1c(C)c(CS(=O)(=O)c2ccccc2)[nH]c1=O,-8.6,0.6,-3.9,4.9,5.4,9.3,-15.1,-2.8,9.4
CC(NC(=O)CCCCCNC(=O)N1CCn2c1nc1ccccc12)c1ccccc1 (stereo not drawn),-15.2,-5.9,-4.6,4.6,-1.3,-4.0,-7.2,2.0,10.7
O=C(CSc1nc2ccccc2c(=O)[nH]1)Nc1ccccc1N1CCOCC1,1.7,0.0,1.0,5.3,4.8,-6.2,1.9,1.6,11.1
Clc1nc(NC2CCCC2)nc(N2CCOCC2)n1,6.6,-2.9,2.8,5.4,-1.0,-2.5,0.9,-1.0,-1.2
O=C1C(=O)N(c2cccc(Cl)c2)C(c2ccccc2[N+](=O)[O-])/C1=C(\O)c1ccccc1 (stereo not drawn),0.0,-4.1,1.5,1.2,4.5,-11.3,10.0,-3.2,4.9
CCCOc1cccc(C2C(C(=O)c3cccs3)=C(O)C(=O)N2CCN2CCOCC2)c1 (stereo not drawn),-3.5,3.3,3.7,3.6,2.5,0.7,0.9,-1.2,8.9
COc1ccc2oc(=N)c(-c3nnc4n3CCCCC4)cc2c1,-17.9,9.3,5.6,11.4,4.3,3.6,-19.5,2.9,-4.8
COc1cc2c(cc1OC)C(C)N(C(=O)Nc1ccccc1)CC2 (stereo not drawn),-4.8,6.5,-7.6,13.5,-1.8,-2.1,1.9,2.6,3.4
CN1/C(=C\C=C(C#N)C#N)C(C)(C)c2ccccc21,6.9,9.2,-119.7,-27.7,1.3,18.3,-19.5,5.3,-7.3
COc1ccc(OC)c2c1C(=O)C(Cl)=C(Cl)C2=O,-4.8,6.5,7.6,8.2,-7.4,57.5*,5.4,2.6,1.6
Cc1nn(CC(=O)NCCc2ccc(Cl)cc2)c(=O)c2cccn12,12.9,-3.8,5.0,8.8,4.6,-6.7,16.7,2.1,-0.2
CCOc1ccccc1C(=O)N[C@H](C(=O)Nc1ccc(OC)c(S(=O)(=O)N2CCOCC2)c1)C(C)C,-4.3,2.7,9.9,-1.9,-1.4,0.2,6.0,-3.4,2.5
CCCc1nnc(NS(=O)(=O)c2ccccc2)s1,11.4,4.1,-2.0,15.5,-0.3,-4.5,0.3,-0.9,-1.2
CCCCC1CCC(C(=O)OCC(=O)Nc2ccc(S(N)(=O)=O)cc2)CC1 (stereo not drawn),-12.6,-14.6,-7.4,-8.3,7.9,-11.0,-3.2,-8.6,10.6
COc1ccc(NC(=S)N(Cc2ccc(C)cc2)Cc2ccccn2)cc1,-1.7,-4.1,1.7,6.4,3.4,-8.1,6.2,-1.9,2.6
CN(CC(=O)Nc1ccccc1C(F)(F)F)C(=O)CC1OC(=O)c2ccccc21 (stereo not drawn),11.5,-1.7,9.4,-10.8,-1.0,0.9,-3.8,1.0,-2.2
COC(=O)c1cc(CNC(=O)c2ccc(N3CCCC3)c([N+](=O)[O-])c2)ccc1OC,3.3,5.6,-0.4,-1.7,-0.2,-1.9,-8.8,-1.9,7.2
CCN(Cc1ccccc1)Cc1c(C)[nH]c2c(C)c(C)ccc2c1=O,-1.1,2.3,6.2,8.5,-0.6,-0.3,-23.7,0.8,-3.1
CCOC(=O)N1C2=NC(C(=O)OC)=C(C(=O)OC)[C@@H]3N(Cc4ccccc4)c4ccccc4[C@]23C[C@H]1C(=O)OC,4.3,4.0,.,.,-2.3,3.8,7.8,-1.6,15.2
CCOC(=O)CSc1nc2c(c(=O)[nH]1)C(C)(CC)Cc1ccccc1-2 (stereo not drawn),5.4,1.5,13.5,12.2,-4.3,-3.5,9.3,1.8,0.2
O=C(COC(=O)C1CC1)NC(=O)c1ccccc1,.,1.8,32.2*,2.3,3.9,.,19.8,0.9,-2.8
COc1ccc(S(=O)(=O)N2CC(=O)Nc3ccccc32)cc1Cl,-12.8,-1.9,-3.2,3.9,-3.2,-1.1,-6.6,-3.1,-3.3
O=C(CN1CCN(C(=O)c2ccco2)CC1)Nc1cccc(S(=O)(=O)N2CCCC2)c1,.,-1.9,-8.7,7.1,1.4,.,3.9,4.0,4.4
COc1ccc(-c2cc(C(F)(F)F)nc(-n3cncn3)n2)cc1,-0.3,1.9,-1.1,-6.3,-1.6,-16.1,11.3,-1.7,-3.9
CO[C@H]1/C=C/O[C@@]2(C)Oc3c(C)c(O)c4c(O)c(c(C=NN5CCN(C)CC5)c(O)c4c3C2=O)NC(=O)/C(C)=C\C=C\[C@H](C)[C@H](O)[C@@H](C)[C@@H](O)[C@@H](C)[C@H](OC(C)=O)[C@@H]1C,-0.8,-2.3,2.7,11.1,-0.9,62.3*,1.7,2.7,4.1
COC(=O)c1cc2sccc2n1CC(=O)N1CCCc2ccccc21,-4.9,0.5,-2.7,5.6,2.4,7.7,4.4,1.9,-9.0
O=C(Nc1nccs1)c1ccccc1[N+](=O)[O-],-1.2,-0.9,1.9,-1.6,-2.5,0.2,-0.9,-1.8,11.0
COc1ccc(S(=O)(=O)NCCc2c(C)nn(C)c2Oc2ccccc2)cc1,-11.5,10.1,-1.6,3.9,-4.2,-5.5,0.4,2.1,-4.4
Cc1ccc(C(C(=O)NC2CCCCC2)N2CCOCC2)cc1 (stereo not drawn),7.9,-1.1,3.6,7.1,7.8,5.5,9.7,-1.1,12.9
Cc1cc(C)c(C#N)c(N2CCN(C(=O)C3COc4ccccc4O3)CC2)n1 (stereo not drawn),.,5.6,-3.2,-4.2,-0.6,.,4.1,2.3,-2.7
O=C(Nc1nonc1NC(=O)C1CCCCC1)C1CCCCC1,-1.1,10.6,-12.0,7.0,4.6,-5.2,-0.9,0.9,2.6
N#Cc1nc(Cc2cccc3ccccc23)oc1N1CCCCC1,-10.3,3.8,-1.9,-0.3,-1.7,28.6,-5.2,6.4,32.6
CC(=O)c1cc(C)ccc1OC(=O)CCN1C(=O)C2C3c4ccccc4C(c4ccccc43)C2C1=O (stereo not drawn),0.8,1.3,9.6,4.8,4.5,6.6,7.4,-0.6,6.7

# Part of the list above in order of number of heavy atoms, lowest first.
SMILES,EBNA-1 inhibitor,LYPLA2 inh,PAFAH2 FP inh,PAFAH1B3 inh,PAD4 inh,GSTO1 inh,ZTA counter,LYPLA1 inh,PREPL inhibitor
O=C(Nc1nccs1)c1ccccc1[N+](=O)[O-],-1.2,-0.9,1.9,-1.6,-2.5,0.2,-0.9,-1.8,11.0
O=C(COC(=O)C1CC1)NC(=O)c1ccccc1,.,1.8,32.2*,2.3,3.9,.,19.8,0.9,-2.8
Cc1cc(C)c(C#N)c(N2CCN(C(=O)C3COc4ccccc4O3)CC2)n1 (stereo not drawn),.,5.6,-3.2,-4.2,-0.6,.,4.1,2.3,-2.7
